NPR2 activator: human GC-B receptor activators, primary screen, HEK293 GC-B cells, cGMP TR-FRET, EC30 CNP; Atrial natriuretic peptide receptor 2 (Homo sapiens), P20594; 0% at EC30 CNP, 100% saturating CNP; activation, % at 10 µM; 370,000 tested, 0.11% active; AID 1920062, 2024;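 active = activation at 10 µM reaching about 35% in either raw or pattern-adjusted values, limit read from the data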
HTRA1 inhibitor: HTRA1 serine protease inhibitors, primary screen, biochemical, fluorescence polarization, HTS; inhibition, % at 5.96 µM; recombinant HTRA1, FP-rhodamine activity-based probe; Q92743; 340,000 tested, 0.5% active; in the data active = inhibition above about 36%;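 also: 0% = enzyme with DMSO and 100% = wells lacking enzyme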
Target sequence (Q92743 whole entry, looked up): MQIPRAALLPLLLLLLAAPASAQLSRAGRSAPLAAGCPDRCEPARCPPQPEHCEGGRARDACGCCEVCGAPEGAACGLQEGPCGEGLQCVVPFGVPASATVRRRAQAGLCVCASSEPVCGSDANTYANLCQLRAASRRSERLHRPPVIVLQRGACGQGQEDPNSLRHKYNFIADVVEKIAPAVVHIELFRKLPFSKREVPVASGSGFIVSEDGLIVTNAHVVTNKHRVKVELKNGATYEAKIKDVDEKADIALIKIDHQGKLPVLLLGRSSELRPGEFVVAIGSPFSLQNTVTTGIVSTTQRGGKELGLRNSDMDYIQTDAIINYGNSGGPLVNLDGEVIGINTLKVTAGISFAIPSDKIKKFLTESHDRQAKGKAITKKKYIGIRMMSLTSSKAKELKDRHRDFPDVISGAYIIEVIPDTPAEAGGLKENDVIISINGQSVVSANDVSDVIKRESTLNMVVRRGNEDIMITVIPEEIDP
rCAG binder: binders of r(CAG) RNA repeats, primary screen, biochemical, fluorescence; r(CAG) RNA repeat, TO-PRO-1 dye displacement fluorescence; inhibition, % at 3 µM; 370,000 tested, 1.3% active;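 active = inhibition above the plate cutoff, the mean of all test compounds on that plate plus 3 SD, cut at about 35% in these data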;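 also: 0% = DMSO alone and 100% = 100 µM mitoxantrone as full dye displacement; higher means more dye released from RNA so lower well fluorescence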
TCR CD3 inh: inhibitors of human TCR-CD3 interaction, primary screen, biochemical, fluorescence, TAMRA-labeled TCR probe. inhibition, % at 9.4 µM. 360,000 tested, 0.37% active. T-cell receptor (TCR); in the data active = inhibition above about 19%;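 also: recombinant mutant TCR 2C K166C tagged with TAMRA read by polarization; 0% = receptor in buffer alone and 100% = receptor with positive control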
MBD2 inh: inhibitors of MBD2 binding to methylated DNA, primary screen, biochemical, TR-FRET, DNA-binding domain, human | MBD2 binding to methylated oligonucleotide | inhibition, % at 4.4 µM | 370,000 tested, 0.31% active; in the data active = inhibition above about 13%
SIAE inh: human SIAE inhibitors, primary screen, biochemical, fluorescence polarization, FP-Rh probe, 1536-well HTS; Sialate O-acetylesterase (Homo sapiens), Q9HAT2; SIAE FP-Rh probe binding; inhibition, % at 9.66 µM; 370,000 tested, 0.69% active; AID 1053197, 2014;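 active = inhibition above a cutoff: mean of compounds within the control limits plus 3 SD of those, cut at about 17% in these data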;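 also: 0% = plate median of compound wells and 100% = probe without SIAE protein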
LEDGF integ inh: blockers of LEDGF/p75-dependent integrase strand transfer – biochemical, TR-FRET, high throughput, primary screen; 370,000 tested, 0.64% active; HIV-1 integrase (with human LEDGF/p75); inhibition, % at 3.7 µM; TR-FRET IN-LEDGF/p75 DNA integration, Eu/Cy5;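 active = inhibition above the screen-wide mean plus 3 SD, cut at about 13% in these data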;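 also: signal is the Cy5 over europium emission ratio at 671 and 618 nm; 0% = plate median of compound wells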
ABHD4 inh: ABHD4 inhibitors, primary screen, biochemical, fluorescence polarization, mouse. purified mABHD4, FP-Rh probe fluorescence polarization. inhibition, % at 8.92 µM. 370,000 tested, 0.54% active. AID 720543, 2013. (Lyso)-N-acylphosphatidylethanolamine lipase (Mus musculus), Q8VD66;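 active = inhibition exceeding the mean over every tested compound plus 3 SD, cut at about 30% in these data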;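 also: 0% = plate median of compound wells and 100% = S159A mutant with DMSO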
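Assay system: wild-type mouse ABHD4 protein; compound: single nominal dose of 8.92 µM, 0.89% DMSO final; schedule: 45 min + 60 min at 25 °C; measured by: FP readout, ex 525 nm / em 598 nm; evaluation: % inhibition of FP-Rh probe binding versus controls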
PRMT1 inh: PRMT1 methyltransferase inhibitors, primary screen, biochemical, fluorescence polarization | 370,000 tested, 1.3% active | Protein arginine N-methyltransferase 1 (Homo sapiens), Q99873 | recombinant PRMT1, activity-based probe fluorescence polarization | inhibition, % at 2.79 µM;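 active = inhibition above about 21% made by adding two undisclosed values, limit read from the data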
Target sequence (Q99873 whole entry, looked up): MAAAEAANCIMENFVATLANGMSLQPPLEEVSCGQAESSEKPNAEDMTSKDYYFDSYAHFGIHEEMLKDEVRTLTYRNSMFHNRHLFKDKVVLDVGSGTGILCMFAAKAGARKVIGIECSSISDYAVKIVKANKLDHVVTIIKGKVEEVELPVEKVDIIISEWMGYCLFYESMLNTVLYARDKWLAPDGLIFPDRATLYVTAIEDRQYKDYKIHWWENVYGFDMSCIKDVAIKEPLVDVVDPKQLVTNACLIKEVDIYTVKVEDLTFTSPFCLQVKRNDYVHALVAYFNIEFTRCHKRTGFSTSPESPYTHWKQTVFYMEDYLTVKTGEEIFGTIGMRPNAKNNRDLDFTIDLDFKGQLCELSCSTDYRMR
TDP2 inh: human TDP2 enzyme inhibitors, primary screen, biochemical, epi absorbance, recombinant enzyme; Tyrosyl-DNA phosphodiesterase 2 (Homo sapiens), O95551; T5PNP hydrolysis, p-nitrophenol absorbance 415 nm; inhibition, % at 12.8 µM; 370,000 tested, 0.34% active;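 active = inhibition above the mean of all tested compounds plus 3 SD, set per campaign, cut at about 25% in these data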;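 also: 0% = DMSO with enzyme and 100% = buffer with substrate but no TDP2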
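Test system: human TDP2 enzyme; Input: 120 nM TDP2 per well; Buffer or medium: Mg2+-containing Tris-HCl buffer, pH 7.5; Reagent: 5 mM T5PNP; Dosing: 12.8 µM single point, 1% DMSO; Incubation: reaction 2 h, 37 °C; Detection: p-Nitrophenol epi absorbance; Read-out: % inhibition relative to enzyme-containing and enzyme-free wells; Replicates: single well per compound.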
Starred values were filed as active, the others as inactive; / = not tested or not shown. Only part of the results is shown (hit frequency here may not be typical).

SMILES	NPR2 activator	HTRA1 inhibitor	rCAG binder	TCR CD3 inh	MBD2 inh	SIAE inh	LEDGF integ inh	ABHD4 inh	PRMT1 inh	TDP2 inh
CC1CN(C(=O)COC(=O)[C@@H](NC(=O)c2ccccc2Cl)C(C)C)CC(C)O1 (some centres undefined)	0	7	-1	3	-3	0	-2	-1	-2	-2
CC(=O)NNc1nc(-c2ccccc2)c2cc(Cl)ccc2n1	2	5	0	0	1	2	-4	7	2	2
N#Cc1ccccc1COC(=O)c1cc(S(=O)(=O)N2CCOCC2)ccc1F	-4	4	2	-3	2	-2	-1	-4	1	-6
O=C(NCc1ccccc1C(F)(F)F)c1cccc2c1C(=O)c1ccc(N3CCCCC3)cc1S2(=O)=O	5	-3	0	-4	1	-1	-1	3	5	5
CC1=C(C(=O)N(C(C)C)C(C)C)CC(CC(=O)NC2CCCC2)C(=O)N1CCCN1CCCC1=O (centres undefined)	3	/	-1	-6	1	-4	1	-3	3	3
COc1ccccc1NCCC(=O)OCC(=O)Nc1cccc(S(=O)(=O)N(C)C)c1	-1	3	3	2	-1	-5	3	-1	-2	-1
CC(C)C[C@H]1CN(CCCC[C@H]2CNC(=O)C(=O)N2Cc2ccccc2)C(=O)C(=O)N1Cc1ccccc1	4	/	0	9	2	-1	0	2	0	6
COC(=O)CSc1nnc(-c2ccc(S(=O)(=O)N3CCCC3)cc2)o1	-3	-6	-3	7	0	-2	-1	1	2	-6
COc1ccccc1N(CC(O)COc1ccccc1C)S(=O)(=O)c1ccccc1 (centres undefined)	3	-13	-2	7	3	3	3	-1	0	-8
Cc1noc(C)c1S(=O)(=O)Nc1ccc2c(c1)CC(=O)N([C@H](C)CO)C[C@H](C)[C@H](CN(C)S(=O)(=O)c1ccc(F)cc1)O2	-8	2	12	-4	9	3	1	-16	2	-7
COc1cccc(NC(=O)COC(=O)c2c(C)nn(-c3ccccc3)c2C)c1	-3	-14	5	-7	6	-1	-4	-16	7	-5
O=C(O)c1cc(NN=Nc2cccc([N+](=O)[O-])c2)cc([N+](=O)[O-])c1	-2	-4	31	2	0	-17	0	69*	6	3
CCn1ccnc1CN(C)Cc1cn(-c2ccc(C)cc2)nc1-c1cccc(C)c1	-17	-52	-1	7	-1	7	4	9	0	10
O=C(NCc1ccco1)c1cc2ccccc2o1	5	-2	2	1	-2	0	0	1	2	2
CCn1c(Cn2nnc(-c3ccccc3)n2)nnc1SCc1ccc(Cl)c(Cl)c1	-8	-51	2	-1	-1	-5	1	-17	1	-6
C=CCn1c(SCC(=O)c2c(N)n(C3CC3)c(=O)[nH]c2=O)nnc1-c1ccoc1C	2	3	1	4	-2	9	1	1	1	18
CN(CCCNC(=O)c1ccc(CS(=O)c2ccc(Br)cc2)o1)Cc1ccccc1 (centres undefined)	-3	-1	-5	3	1	-2	0	0	-3	6
CC(C)N1CCC(N2CCN(Cc3ccc(C#CC(C)(C)O)s3)CC2CCO)CC1 (centres undefined)	4	6	-4	3	-2	-2	2	2	-1	-12
CN(C(=O)COC(=O)CSc1ccc([N+](=O)[O-])cc1)C1CCS(=O)(=O)C1 (centres undefined)	-6	-2	3	-3	4	1	-7	-1	6	-11
CN(C)S(=O)(=O)N1CCN(S(=O)(=O)c2ccccc2)CC1	2	3	1	-7	-5	1	9	-13	-2	-7
COc1ccc(C(=O)COC(=O)c2ccco2)cc1	6	4	9	-2	6	-3	-1	-9	11	-1
O=C1CC(c2ccccc2)=Nc2ccccc2N1	-1	-4	-3	-8	0	-9	2	-5	3	7
CCC(C)Nc1nc(C)nc2c1oc1ccccc12 (centres undefined)	4	-6	-6	-1	2	-7	4	-7	9	-13
CCOC(=O)c1cccnc1NC(=O)c1ccccc1	1	1	2	-6	-2	-5	-1	-1	2	-5
COCCN1C(=O)N(c2ccc(Cl)cc2)C(=O)C1CC(=O)Nc1cc(OC)cc(OC)c1 (centres undefined)	-5	1	6	-7	-3	-2	4	-2	-1	-11
CN(C)c1nn2c(-c3ccccc3)nnc2o1	3	2	1	-1	-4	-2	-1	-5	-8	-6
Cc1[nH]c(=O)[nH]c(=O)c1/C=N/NC(=O)[C@H](CC(C)C)NC(=O)OC(C)(C)C	0	6	1	-4	0	-8	-1	6	-4	6
CCN(CC)c1ccc(NC(=S)NC(=O)c2ccco2)cc1	-7	13	1	5	-1	4	-4	17	-1	-19
CCOC(=O)C1(Nc2nccs2)Sc2ccccc2NC1=O (centres undefined)	1	0	-1	4	3	-2	-1	7	1	-13
CCOC(=O)c1sc(NC(=O)CSc2ncn[nH]2)c(C#N)c1C	27	-1	13	-3	5	-4	-2	-6	1	7
O=C(CN1C(=O)NC2(CCCc3ccccc32)C1=O)c1ccc(F)cc1 (centres undefined)	2	-6	2	5	0	0	-1	8	16	7
CCc1ccc(-n2c(C)nc3cc(C(=O)NCc4cccnc4)ccc32)cc1	-1	-12	-5	-1	-1	-19	-3	-11	-4	-10
Cc1nnc(SC(C(=O)Nc2ccc(Cl)c([N+](=O)[O-])c2)c2ccccc2)[nH]c1=O (centres undefined)	-2	-38	61*	-11	6	-4	-2	-17	6	-6
N#C/C(=C(/O)c1ccccc1F)c1nc2cc(C(F)(F)F)ccc2s1	-2	-10	27	0	1	3	-1	11	3	0
CSc1cccc(NC(=S)NN/C(=N/S(=O)(=O)c2ccccc2)N2CCCC2)c1	0	/	5	4	2	4	2	4	3	2
Fc1ccc(/C=N/c2c(-c3ccc(F)cc3)nc3n2CCS3)cc1	-7	2	1	-3	1	3	-2	0	2	1
CC1C(=O)N2CCCc3cc(S(=O)(=O)NCc4ccc(F)cc4)cc1c32 (centres undefined)	-4	-1	4	-3	1	3	-4	6	4	17
CCCCC(CC)CNC(=O)C1C2C=CC(C2)C1C(=O)O (centres undefined)	0	-4	0	5	-8	-1	7	-4	-7	-20
Cc1ccccc1C(=O)Nc1ccc(N2CCCCCC2)cc1	-2	9	-3	10	-2	6	0	7	0	-10
COc1ccc(C(C(=O)NCc2ccccc2)n2c(-c3ccncc3)nc3ccccc32)cc1 (centres undefined)	-9	/	4	-6	3	3	-3	1	7	7
C=CCN(c1ccc(C(=O)Nc2ccc3c(c2)n(C)c(=O)n3C)cc1)S(C)(=O)=O	2	2	4	10	0	2	5	5	-1	5
O=C(Nc1cccc(-n2cnnn2)c1)c1cccc(Cl)c1	-3	-41	3	2	6	-2	-2	-8	1	0
CC(CCN1CCC(C(O)(c2ccccc2)c2ccccc2)CC1)Oc1cccc(F)c1 (centres undefined)	-7	/	1	/	-3	-6	-4	10	-1	-4
CCOC(=O)C1=C(c2ccccc2)NC(=O)NC1c1ccc(O)c(OCC)c1 (centres undefined)	-4	8	-2	3	-4	19*	0	3	-2	11
COc1ccc(OC)c(C(=O)NC(CC(N)=O)c2ccc(N3CCC(N4CCCC4)CC3)c([N+](=O)[O-])c2)c1 (centres undefined)	3	6	3	3	-3	-2	-1	4	0	13
CN(c1cccnc1)c1ccc(NC(=O)CCc2c[nH]c3ccccc23)cc1Br	-6	/	14	-6	2	32*	-4	23	11	2
CCN(Cc1ccccc1)c1ccc(/C=N/N=C(N)N)cc1	-9	23	23	0	-3	6	3	46*	-2	-7
CCN1CCN(c2cc(C)c3cc(NC(=S)NCCN(C)C)ccc3n2)CC1	-1	4	-1	-10	4	0	-5	5	6	-7
COC(=O)C1CCN(C(=O)CN2C(=O)c3ccccc3S2(=O)=O)CC1	4	9	-1	-3	5	3	-2	-6	4	7
Cc1noc(C)c1C(=O)Nc1nc(C23CC4CC(CC(C4)C2)C3)cs1	7	0	3	2	-3	2	1	7	-1	-7
O=c1ccc(-c2ccc(S(=O)(=O)N3CCCCC3)o2)n[nH]1	-1	1	1	3	-7	1	0	4	1	3
FC(F)(F)c1nc2ccccc2[nH]1	2	/	0	6	-7	6	3	0	3	-5
O=C(O)c1nn(-c2ccccc2)ccc1=O	3	1	-1	-2	-5	0	3	1	1	6
CCOC(=O)c1c(C)n(CCO)c2ccc(O)cc12	-2	-6	2	3	2	2	5	-7	2	-14
C/C(=N\NC(=O)C1CCCN(S(=O)(=O)c2ccccc2)C1)c1ccncc1 (centres undefined)	-1	-2	-5	7	3	-2	0	-10	-3	-12
CCCN1CCC(NC(=O)C2CC=CCC2C(=O)O)CC1 (centres undefined)	4	0	-1	-7	0	5	3	0	-1	5
COc1cc(CNCc2c[nH]c3ccccc23)cc(OC)c1	-4	-1	6	0	4	5	1	12	2	15
CC(C)(C)NC(=O)C(c1ccc(-c2ccccc2)cc1)n1c(=O)c(-c2ccco2)nc2ccccc21 (centres undefined)	0	/	37*	5	-1	-13	3	-1	3	-2
O=C1N(Cc2cccnc2)C[C@@H]2C[C@@H](c3ccccc3C(F)(F)F)N3CCC[C@@]123	-1	0	-7	0	4	4	-2	4	-1	5
CCNc1ccc(C(=O)OCC(=O)NCc2ccc(C)cc2)cc1[N+](=O)[O-]	-4	-10	0	3	-2	-2	-1	1	-1	10
CCOC(=O)Cn1cc(CN2C(C(=O)OC)CN(Cc3ccc(Cl)cc3)CCS2(=O)=O)nn1 (centres undefined)	1	/	0	/	7	5	4	0	-4	-10
Cc1ccc(NC(=O)CN2C(=O)N/C(=C\c3ccco3)C2=O)cc1	3	-3	22	1	0	5	0	3	12	7
CCN(CC)S(=O)(=O)c1ccc(N2CCN(c3ccccc3O)CC2)nc1	0	-5	0	-5	5	13	-2	5	6	-3

An excerpt from above in order of their number in TDP2 inh, ascending:
smiles	NPR2 activator	HTRA1 inhibitor	TCR CD3 inh	MBD2 inh	SIAE inh	LEDGF integ inh	ABHD4 inh	PRMT1 inh	TDP2 inh
CCOC(=O)Cn1cc(CN2C(C(=O)OC)CN(Cc3ccc(Cl)cc3)CCS2(=O)=O)nn1 (centres undefined)	1	/	/	7	5	4	0	-4	-10
CCN1CCN(c2cc(C)c3cc(NC(=S)NCCN(C)C)ccc3n2)CC1	-1	4	-10	4	0	-5	5	6	-7
CC(C)(C)NC(=O)C(c1ccc(-c2ccccc2)cc1)n1c(=O)c(-c2ccco2)nc2ccccc21 (centres undefined)	0	/	5	-1	-13	3	-1	3	-2
Cc1ccc(NC(=O)CN2C(=O)N/C(=C\c3ccco3)C2=O)cc1	3	-3	1	0	5	0	3	12	7

Assay outcomes (PubChem)
